# CHRM5 PAM: CHRM5 positive allosteric modulation | P08912 | activation, % at 3 µM | AID 624038 | 360,000 compounds, 0.3% hits | CHO-K1 hM5, Fluo-8 calcium, ACh EC20 PAM; 0% = ACh EC20, 100% = ACh EC100;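 active = activation above the run cutoff, the mean activation of all test compounds plus 3 SD, cut at about 18% in these data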
#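 Probe or stimulus: acetylcholine, EC20 level; Assay system: human M5 receptor in CHO-K1 cells; Schedule: compound preincubation 140 s before EC20 acetylcholine addition; Technique: intracellular calcium via Fluo-8 fluorescence; Dosing: single-point, 3 µM nominal; Read-out basis: percent activation from peak-over-basal fluorescence ratio, scaled EC20-to-EC100 acetylcholine; Repeats: one well per compound, no replicates.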
# M4 antag: antagonists of human muscarinic M4 receptor (CHRM4); P08173; CHO-hM4 cells, ACh EC80, Fluo-8 calcium fluorescence; inhibition, % at 3 µM; 360,000 compounds, 0.73% hits;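 active = inhibition above its plate's cutoff, the mean inhibition of sample wells plus 3 SD, cut at about 27% in these data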;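 also: 0% = acetylcholine EC80 with DMSO and 100% = DMSO without agonist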
# CHRM4 PAM: positive allosteric modulators of human muscarinic M4 receptor | CHO-K1 hM4/Gqi5, Fluo-8 calcium fluorescence, ACh EC20; 0% = ACh EC20, 100% = maximal ACh | activation, % at 3 µM | 360,000 compounds, 0.4% hits;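 active = activation above its plate's cutoff, the mean activation of sample wells plus 3 SD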; also: some results filed as inactive read as strong as hits
# CRFBP-R2 block: antagonists of CRF-binding protein/CRF-R2 receptor complex. AID 588475. inhibition, % at 11.8 µM. 350,000 compounds, 0.59% hits. HEK293 CRF-R2/CRF-BP, CRF-induced calcium fluorescence;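 active = inhibition of the ligand-induced calcium signal above about 50% at the single tested concentration, limit read from the data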
# IDE cell inh: inhibits human insulin-degrading enzyme in HEK cells; P14735; FAbetaB cleavage, fluorescence polarization; inhibition, % at 5.59 µM; 320,000 compounds, 0.41% hits;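 active = percent inhibition above the average of all tested compounds plus 3 SD, set per screening campaign, cut at about 16% in these data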;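 also: IDE supplied by intact live HEK cells; FP after avidin binding of uncleaved biotin substrate so inhibition keeps polarization high; 0% = DMSO wells and 100% = 60 µM reference IDE inhibitor Ii1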
# Target sequence (P14735 whole entry, looked up): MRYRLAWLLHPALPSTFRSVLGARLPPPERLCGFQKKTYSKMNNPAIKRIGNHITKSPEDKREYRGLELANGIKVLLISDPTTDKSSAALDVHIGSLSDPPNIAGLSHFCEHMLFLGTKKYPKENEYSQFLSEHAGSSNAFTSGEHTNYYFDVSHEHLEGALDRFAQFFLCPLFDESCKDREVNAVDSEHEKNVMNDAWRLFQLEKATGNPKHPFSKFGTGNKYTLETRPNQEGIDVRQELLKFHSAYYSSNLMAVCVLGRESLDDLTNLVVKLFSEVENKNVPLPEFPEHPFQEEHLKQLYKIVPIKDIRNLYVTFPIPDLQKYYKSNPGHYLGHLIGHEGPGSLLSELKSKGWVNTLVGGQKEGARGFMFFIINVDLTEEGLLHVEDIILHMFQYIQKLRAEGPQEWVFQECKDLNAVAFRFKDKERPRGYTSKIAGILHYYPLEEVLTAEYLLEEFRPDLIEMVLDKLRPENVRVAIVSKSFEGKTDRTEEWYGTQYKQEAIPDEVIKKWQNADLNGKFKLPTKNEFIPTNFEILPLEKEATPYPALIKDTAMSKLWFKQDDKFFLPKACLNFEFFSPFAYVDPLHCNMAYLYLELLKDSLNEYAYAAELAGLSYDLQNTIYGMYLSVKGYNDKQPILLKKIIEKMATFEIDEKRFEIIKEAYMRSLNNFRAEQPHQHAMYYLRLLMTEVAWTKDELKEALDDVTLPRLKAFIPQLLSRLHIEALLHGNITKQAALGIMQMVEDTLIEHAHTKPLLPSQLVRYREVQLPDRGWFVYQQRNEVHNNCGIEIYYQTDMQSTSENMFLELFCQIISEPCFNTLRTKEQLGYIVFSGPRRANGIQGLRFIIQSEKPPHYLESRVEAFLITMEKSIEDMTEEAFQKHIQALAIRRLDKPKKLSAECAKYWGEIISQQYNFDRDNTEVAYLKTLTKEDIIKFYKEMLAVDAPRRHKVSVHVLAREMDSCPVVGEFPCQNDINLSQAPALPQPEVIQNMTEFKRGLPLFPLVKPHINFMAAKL
# CHRM5 agonist: CHRM5 agonism in calcium assay | P08912 | CHO-K1 hM5 cells, Fluo-8 calcium fluorescence; 0% DMSO wells, 100% maximal acetylcholine response | activation, % at 3 µM | 360,000 compounds, 0.19% hits;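 active = activation above the run's mean over test compounds plus 3 SD, cut at about 23% in these data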;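 also: signal is peak over basal fluorescence ratio across the kinetic read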
# CRFBP-R2 agonist: agonists of human CRF-binding protein/CRF-R2 receptor complex; HEK293 CRF-R2/CRF-BP, calcium dye fluorescence (FLIPR); percent of saturating CRF peptide response; activation, % at 13.2 µM; 350,000 compounds, 0.46% hits; AID 588473;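 active = activation of at least 50%, plus an integration ratio under a set limit after plate pattern correction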;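 also: plate controls were neutral control wells without compound for no effect and CRF at EC100 for full effect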
# M5 antag: antagonists of human muscarinic M5 receptor (CHRM5); P08912; CHO-hM5 cells, Fluo-8 calcium fluorescence, ACh EC80; inhibition, % at 3 µM; 360,000 compounds, 0.59% hits; AID 624040;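 active = inhibition above a per-plate cutoff, the mean of that plate's test compounds plus 3 SD, cut at about 27% in these data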;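 also: 0% = acetylcholine EC80 with DMSO and 100% = DMSO without agonist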
# M4 ag: CHRM4 agonism in calcium assay. CHO-K1 hM4/Gqi5, Fluo-8 calcium fluorescence; vehicle 0%, full acetylcholine response 100%. activation, % at 3 µM. 360,000 compounds, 0.14% hits. P08173;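 active = activation above the run mean over all test wells plus 3 SD, cut at about 32% in these data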;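 also: peak over basal fluorescence ratio per well then scaled between controls; 0% = DMSO wells and 100% = acetylcholine at EC100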
# Active calls of the source: *; nt = no result given. This is a random part of the collection; any-hit rate near 2.9%.
SMILES,CHRM5 PAM,M4 antag,CHRM4 PAM,CRFBP-R2 block,IDE cell inh,CHRM5 agonist,CRFBP-R2 agonist,M5 antag,M4 ag
COc1ccc(NC(=O)CN(C)C(=O)c2ccc3c(c2)S(=O)(=O)N=C2CCCCCN23)cc1,-6,-1,-4,-6,0,-3,-1.1,13,1
O=C(COC(=O)C1CCN(S(=O)(=O)c2cccc3cccnc23)CC1)c1ccc(F)cc1,-3,-9,2,-3,-5,1,1.1,-3,5
CC(Oc1ccc(Cl)cc1Cl)C(=O)Nn1cnnc1 (stereo unspecified),-1,5,-5,8,0,4,1.1,-1,1
CC(=O)Nc1ccc(-n2c(C)ccc2-c2ccccc2)cc1,1,2,-6,5,-1,-2,1.3,4,1
COc1ccccc1/C=C/C(=O)NCC(=O)N/N=C(/C)c1ccco1,4,-1,-3,-18,-1,-3,3.8,-1,0
Cc1ccc(S(=O)(=O)N2CCOCC2)cc1C(=O)OC1CCCCC1=O (stereo unspecified),0,14,-8,7,-3,0,-0.7,6,1
Cc1ccc(-c2nc3c4ccccc4ccn3c2Cc2ccccc2C(F)(F)F)cc1,-2,-7,-2,nt,nt,-4,nt,-10,-1
Cc1noc(C)c1NC(=O)Nc1cccc2c1O[C@H](CN(C)S(=O)(=O)c1cn(C)cn1)[C@@H](C)CN([C@H](C)CO)C2=O,-4,-2,-1,5,9,2,-0.8,2,0
CCCc1c(C(=O)N/N=C/C2CC=CCC2)nnn1-c1nonc1N (stereo unspecified),-1,-17,8,-11,nt,2,9.4,0,0
Cc1cc(C(=O)OC(C)C(=O)Nc2cccc(S(=O)(=O)N3CCOCC3)c2)c(C)o1 (stereo unspecified),-4,1,-2,-8,-7,-9,-0.2,9,1
COc1ccc2[nH]c(=O)c(CN(C(=O)C3CCCO3)c3ccc(C)cc3)cc2c1 (stereo unspecified),2,-4,7,-14,-3,2,-1.1,2,1
Cc1cc(C(=O)CSc2nnc(-c3ccccc3)n2C)c(C)n1C,-3,-4,3,10,-4,-7,1.1,1,0
Cc1cccc(NC(=O)Nc2c(C)n(C)n(-c3ccccc3)c2=O)c1,5,-7,6,-6,-3,2,2.8,1,0
COC(=O)Cn1c(CN2CCOCC2)nc2c1c(=O)[nH]c(=O)n2C,0,-4,2,10,0,1,-1.0,0,1
CCOc1ccc(N2CC(C(=O)Nc3cccc(S(=O)(=O)N4CCCCC4)c3)CC2=O)cc1 (stereo unspecified),3,-1,-6,-12,2,2,-0.2,9,3
Cc1ccccc1OCCCC(=O)NC1CCCCC1,3,5,2,1,-1,-1,0.4,0,2
CCCCN(C)C(=O)c1nc2ccccn2c1CN1CCC[C@H]1C(=O)OC,-2,-5,2,10,1,-1,0.7,0,2
CN(c1cccc(Cl)c1)S(=O)(=O)c1cccc(C(=O)Nc2nc3ccccc3[nH]2)c1,-16,12,-13,-5,11,1,-1.6,11,9
Cc1cc(NC(=O)C(C)SCC(=O)OC(C)C(=O)Nc2ccc(F)cc2Cl)no1 (stereo unspecified),8,-12,11,-8,-3,0,0.0,-3,1
CC1C(=O)N2CCCc3cc(NC(=O)C(=O)NCCc4ccccc4)cc1c32 (stereo unspecified),-3,-7,4,10,9,2,-0.7,4,3
Clc1ccc(-c2ccccc2)nn1,-8,4,-3,16,6,-2,0.2,0,0
Cn1c(CNC(=O)c2ccco2)nnc1SCC(=O)c1ccccc1,8,19,21,-43,3,1,1.7,5,1
CN(C(=O)CSc1nnc2ccccn12)c1c(N)n(Cc2ccccc2)c(=O)[nH]c1=O,6,5,14,-7,1,1,2.4,-3,1
Cc1cc(SCC(=O)N/N=C/c2ccc(O)cc2O)nc2ccccc12,-20,-1,-6,-12,3,0,-0.3,24,12
Cc1ccc(C(=O)N2CCN(S(=O)(=O)c3ccccc3)CC2)s1,-5,4,-6,7,-3,-2,-0.4,2,0
Cc1ccc(S(=O)(=O)N2C[C@@H](C)[C@]3(C2)[C@H](O)[C@H](OC(=O)Nc2cccs2)C[C@H]2C(=O)N(c4ccccc4)C(=O)[C@H]23)cc1,-2,3,0,-10,nt,2,-0.6,9,3
COc1ccc(NC(=O)C2Cc3c(-c4cccc(NC(C)=O)c4)ccnc3O2)cc1 (stereo unspecified),0,-14,2,nt,nt,3,nt,-2,6
CC1=NN(c2ccccc2)C(=O)/C1=C/c1cn(C)c2ccccc12,-8,6,-8,9,1,-3,0.1,18,0
O=C(Nc1ccc(S(=O)(=O)NCC2CCCO2)cc1)c1ccc(F)cc1 (stereo unspecified),-8,-3,-2,-9,6,2,1.6,1,7
Cc1csc(NC(=O)CSc2nc(C)nc3c2c(=O)n(C)c(=O)n3C)n1,-11,12,-7,8,2,7,-2.0,-1,9
CC(C)Oc1ccc(CCC(=O)NNC(=O)CCC(=O)O)cc1,-10,-2,-8,6,-4,-1,-0.2,5,0
Cc1nn(Cc2cccc(C(=O)NN)c2)c(C)c1Cl,-2,-5,-22,-5,-4,1,2.3,3,3
COCCNc1ncnc2c1[nH]c1ccccc12,-5,-12,2,-10,18*,5,1.2,5,8
Cc1nn(CCCC(=O)Nc2cc(Oc3ccccc3)cc([N+](=O)[O-])c2)c(C)c1[N+](=O)[O-],-12,17,-20,-22,-9,0,2.4,12,10
O=C(COC(=O)CNC(=O)c1ccc([N+](=O)[O-])o1)Nc1ncc(C(F)(F)F)cc1Cl,4,3,8,11,2,1,-1.8,0,1
CC(C)C[C@H](NC(=O)c1[nH]cnc1C(=O)N[C@@H](C)c1ccccc1)C(=O)OCc1ccccc1,-21,3,8,-3,6,-4,1.7,11,1
O=C(CCCCCCCCC(=O)N/N=C/c1ccco1)N/N=C/c1ccco1,6,-3,3,-58,-2,3,2.2,1,1
CC(C)OC(=O)CSc1nnc(Cc2ccccc2)n1CC1CCCO1 (stereo unspecified),6,-10,2,-2,-3,-5,-0.5,-5,0
COc1cccc(NC(=O)CSc2nc3c(sc4ccccc43)c(=O)n2CCN(C)C)c1,9,-6,1,-2,1,-3,-4.4,11,0
C/C(O)=c1/cnc2nc3ccccc3n2c1=O,3,12,3,16,1,1,-2.6,-1,-1
COc1cc(/C=N/NC(=O)COc2ccc(-n3cnnn3)cc2)ccc1OCC(N)=O,-6,-9,3,23,-2,-4,-1.4,26,1
CC(=O)N1CCN(C(=O)COc2ccc3oc4c(c3c2)CCCC4)CC1,0,0,-1,-16,7,-5,0.0,6,1
Cc1ccccc1-c1nn(-c2ccccc2)cc1C(=O)NCC(c1ccco1)N1CCCC1 (stereo unspecified),2,5,5,-17,-2,-7,1.6,0,1
O=C(CC1c2ccccc2Oc2ccccc21)N1CCN(c2ccccn2)CC1,4,-13,2,15,5,1,-0.9,-3,1
C=C(C(=O)O)C1CCC2(C)CCCC(C)(O)C2C1 (stereo unspecified),-3,-6,2,7,7,0,-1.7,6,1
O=C(O)c1c(NC(=O)N2CCCC2)sc2c1CCCC2,-3,9,-8,8,-1,-4,-0.9,8,1
Cc1occc1C(=O)N/N=C/c1ccc2c(c1)OCO2,-3,11,-3,13,1,-7,1.0,7,1
CCC(C(=O)Nc1ccc([N+](=O)[O-])cn1)c1ccccc1 (stereo unspecified),-7,12,-9,-21,3,1,2.6,2,2
CCCCNC(=O)C1CCN(C(=O)Nc2ccc(C)cc2)CC1,7,-1,1,4,0,2,1.1,-7,1
Cc1cc(C(=O)NN=Cc2ccc(OC(=O)c3ccco3)cc2)c(C)o1,2,-5,4,-5,6,-1,-5.3,5,0

# Filtered by structure, the compounds so far containing a COOH group (3)
SMILES,CHRM5 PAM,M4 antag,CHRM4 PAM,CRFBP-R2 block,IDE cell inh,CHRM5 agonist,CRFBP-R2 agonist,M5 antag,M4 ag
CC(C)Oc1ccc(CCC(=O)NNC(=O)CCC(=O)O)cc1,-10,-2,-8,6,-4,-1,-0.2,5,0
C=C(C(=O)O)C1CCC2(C)CCCC(C)(O)C2C1 (stereo unspecified),-3,-6,2,7,7,0,-1.7,6,1
O=C(O)c1c(NC(=O)N2CCCC2)sc2c1CCCC2,-3,9,-8,8,-1,-4,-0.9,8,1

# Other compounds.
SMILES,CHRM5 PAM,M4 antag,CHRM4 PAM,CRFBP-R2 block,IDE cell inh,CHRM5 agonist,CRFBP-R2 agonist,M5 antag,M4 ag
COc1ccc(CN2CCN(C(=O)CCC(=O)Nc3nnc(C4CCCCC4)s3)CC2)cc1F,3,-1,-4,-31,5,1,-0.1,-6,7
O=C1CC(c2ccc3c(c2)OCCO3)Oc2ccc([N+](=O)[O-])cc21 (stereo unspecified),-2,0,-3,-2,-1,-3,3.5,4,1
O=C1NC[C@@H](CCCCN2CCN(Cc3ccccc3)C(=O)C2=O)N(CC2CCCCC2)C1=O,5,-9,3,nt,nt,-1,nt,-2,-1
COc1cccc(C(C)(O)c2nc(/C=C/c3ccccc3)cs2)c1 (stereo unspecified),-2,-2,1,nt,nt,1,nt,1,10
O=C(O)c1ccc(S(=O)(=O)NN=Cc2c[nH]c3ccccc23)cc1,-6,-2,-2,-5,nt,1,0.5,15,0
COCc1cc(C)nc(SCc2nc3ccccc3c(=O)[nH]2)c1C#N,-7,-4,-2,4,1,-5,1.3,11,1
COc1cc(Cl)c(CN2CCCC(CO)(Cc3ccccc3)C2)cc1OC (stereo unspecified),-6,-4,-6,-4,-1,-8,-0.7,5,2
O=c1[nH][nH]c2c1C(c1ccc(Cl)c(Cl)c1)OC(CCc1ccccc1)C2 (stereo unspecified),-1,-10,9,nt,nt,7,nt,1,0
Cc1[nH]c2ccccc2c1C(=O)C(=O)N1CCN(c2ccccc2F)CC1,1,3,-3,-5,1,4,-1.5,3,8
COc1ccc(CCNC(=O)CCC(=O)N2CCN(S(=O)(=O)c3ccccc3)CC2)cc1OC,-5,8,0,1,0,-1,-0.1,0,0
C=CC[C@@H](CC(=O)N[C@@H](CO)Cc1ccccc1)C(=O)N[C@H](COC(=O)[C@H](CC=C)CC(=O)OC(C)(C)C)Cc1ccccc1,13,-16,10,6,2,0,-3.1,-10,3
CC1(C)CC(NC(=O)C23CCC(C)(C(=O)C2)C3(C)C)CC(C)(C)N1 (stereo unspecified),4,-4,7,16,2,1,-1.8,-1,0
CCCCN(CC)CCNC(=O)c1cc2cc3ccc(Cl)cc3nc2o1,0,-16,9,-10,4,0,-0.6,-8,1
Cc1cc(S(=O)(=O)N2CCCC2)ccc1OCC(=O)NCc1ccccn1,-2,5,-4,-2,2,-4,0.4,11,1
CCC(=O)N1CCCC(C)(C(=O)Nc2ccc3scnc3c2)C1 (stereo unspecified),-2,-8,-3,nt,nt,0,nt,-2,0
O=C(c1ccc2c(c1)OCO2)N1CCN(c2ccccc2)CC1,5,-8,10,12,0,-3,-2.1,-1,2
Cn1nc(-c2ccccc2)nc1-c1ccccc1,-7,3,7,-3,2,3,-0.4,5,2
COC(=O)[C@H]1C[C@H](OC(=O)Nc2c(C)noc2C)[C@@]2(O)CN(S(=O)(=O)c3ccc(C)cc3)CC2[C@H]1C(=O)OC (stereo partly specified),-1,-13,1,9,nt,2,-0.3,-10,0
S=c1[nH]nc(-c2ccco2)n1/N=C/c1ccc(Cl)c(Cl)c1,-6,-2,13,4,5,2,-1.9,11,1

# Source: PubChem (several laboratories)
